Compound activity: PubChem BioAssay, several laboratories
SSB-PriA inh: inhibitors of Klebsiella pneumoniae PriA binding to SSB C-terminal tail. AlphaScreen SSBct-PriA binding, biotinylated peptide. 0.6% of 430,000 active. inhibition, % at 33 µM; in the data active = inhibition mostly above about 37%, no sharp cut-off; inactive = mostly below about 20%;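 note: plate controls were negative control peptide for no effect and reference peptide for full effect; strong numbers were not always called active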
PrPC TRFRET: cell surface PrPC inhibition, primary TR-FRET screen; P04156; TR-FRET read-out; inhibition, % at 13.8 µM; 0.43% of 370,000 active; AID 720596; in the data active = inhibition above about 24%; note: 0% = median of the test wells and 100% = reference compound wells
PfHsp40 yeast: compounds rescuing yeast from Plasmodium falciparum HSP40 toxicity | 0.68% of 340,000 active | growth rescue, % at 12.5 µM | AID 504582 | S. cerevisiae expressing PfHsp40, growth rescue, ATP luminescence; in the data active = growth rescue above about 28%, passing the limit was not always enough;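 note: yeast W303a lacking pdr1 and pdr3 grown in galactose medium; growth measured after three days at 30 °C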
BoNT-A LC inh2: blocks Botulinum neurotoxin A light chain protease | inhibition, % at 10 µM | multiplex microsphere protease substrate cleavage, flow cytometry | AID 588499 | 0.17% of 360,000 active; note: plate controls were buffer without enzyme for full effect and enzyme alone for no effect
Anthrax LF prot: inhibitors of Bacillus anthracis lethal factor protease. P15917. multiplex microsphere protease cleavage assay, LF. inhibition, % at 10 µM. 0.12% of 360,000 active. AID 588501; note: plate controls were buffer without enzyme for full effect and enzyme alone for no effect
Y pestis TopoI: inhibitors of Yersinia pestis topoisomerase I. activity, % at 10 µM. Y. pestis Topo-I cleavage product accumulation, plate reader. 0.064% of 360,000 active; in the data active = activity above about 50%, passing the limit was not always enough; note: inactives centre near 2
TcdB GH inh: blocks C. difficile toxin B glycohydrolase activity; P18177; TcdB glycohydrolase enzymatic assay, plate reader; inhibition, % at 9.99 µM; 0.24% of 350,000 active; in the data active = inhibition above about 10%
3CLpro inhibitor: SARS-CoV 3CLpro protease inhibition. P0C6X7. recombinant SARS-CoV 3CLpro, quenched FRET peptide cleavage. inhibition, % at 6 µM. 0.14% of 290,000 active. AID 1706; in the data active = inhibition above about 12%
Vc quorum ag: induces V. cholerae light production without autoinducers; 0.16% of 350,000 active; V. cholerae BH1578 lux reporter, luminescence, 6 h; activation, % at 18.7 µM; in the data active = activation mostly above about 9.7%, no sharp cut-off; note: not every result past the cut was called active; inactives centre near 0; reference of the scale not given here
* hit, by the source's call; i = inactive; x = no result given; & = joins results of further samples. Cut-off read from the data, not from the text of the source, unless noted: active = inhibition above about 30%; inconclusive = no clear call, values can overlap the other calls; inactive = below that. These rows are one share of the data; the hit share may differ from the screen's.

SMILES	SSB-PriA inh	PrPC TRFRET	PfHsp40 yeast	BoNT-A LC inh2	Anthrax LF prot	Y pestis TopoI	TcdB GH inh	3CLpro inhibitor	Vc quorum ag
COc1ccc(C)cc1S(=O)(=O)Nc1cccc(Cl)c1Cl	-22	4	0.5	0.1	-1	12	x	4	-5.6
CNC(=O)c1ncoc1-c1ccc(Cl)cc1	-9	7	0.0	-0.3	-1	-4	-2.0	6	-0.2
C/C(=N\NS(=O)(=O)c1ccccc1)c1ccc2c(c1)OCCO2	x	6	1.3	-0.5	-2	4	-1.2	1	-0.8
COc1ccc(CCNC(=O)COc2cccc3c2OC(C)(C)C3)cc1OC	-8	5	0.3	-0.3	0	11	0.1	x	-5.6
COc1ccc(-c2nnn(CC(=O)N3CCN(c4ccccc4OC)CC3)n2)cc1	11	0	0.9	0.5	4	9	x	-6	10
CCCc1cc(=O)[nH]c(SCC(=O)c2cc(C)n(CCOC)c2C)n1	-2	2	-0.8	0.4	-2	7	x	-2	i
Cc1cc(C)nc(N(C#N)Cc2ccc(Cl)cc2)n1	-14	2	0.3	0.0	1	-14	0.9	5	-0.9
Cc1nc2c(ccc3c([N+](=O)[O-])cccc32)c(C)c1C	11	-5	-0.3	-0.7	0	-7	2.5	2	-1.3
CC1CCN(C(=O)CSc2nnc(CNC(=O)c3ccc(S(=O)(=O)N(C)C)cc3)o2)CC1	12&4	4	0.0	2.8	1	7	1.9	-1	i
Cc1sc2ncnc(N3CCCCC3)c2c1C	-24	4	-0.6	-1.7	-3	6	-3.2	5	-2.8
Cc1nc2ccccc2n1CC(=O)NCc1ccccc1	-13	11	0.7	0.9	0	2	x	3	-0.2
CCOc1cc(/C=C/C(=O)O)ccc1OCc1ccccc1	-2	4	-1.3	-0.4	-3	-1	2.5	6	i
O=C(NCC1CCCO1)c1cccnc1Nc1ccccc1F (stereo unspecified)	-3	-1	0.5	0.4	1	-3	x	-6	-0.2
O=C(Nc1ccccc1)NC1(C(=O)NCc2ccco2)CCCCC1	-9	-5	0.2	-2.8	-8	9	x	1	i
N#C/C(=C\Nc1ccccc1SC(F)(F)F)c1nc(-c2ccccc2)cs1	-23	-3	-1.4	-0.4	-2	1	0.3	9	-0.3
O=C(NC1CCC(O)CC1)c1cc(-c2ccco2)nc2ccccc12 (stereo unspecified)	-17	-3	1.8	0.5	-1	2	3.5	-1	-3.0
Cc1cccc(-c2nnc(SCc3ccccc3)o2)c1	-11	-4	3.5	-1.0	1	33	x	1	i
Cc1cc(C)c(NC(=O)CCCn2c(=O)oc3ccccc32)c(C)c1	-4	-1	0.8	x	x	3	-1.6	x	-0.6
COC(=O)C(Cc1ccccc1)NC(=O)CC(C)CC(=O)Nc1ccc(OC)cc1OC (stereo unspecified)	4	3	-0.7	-2.8	8	0	-2.7	-3	-0.4
CC1=CC(=O)Nc2ncccc2O1	x	8	x	-0.3	4	-2	0.3	x	i
Cc1cc(C)cc(C(=O)Nc2cccc(NC(=O)c3ccco3)c2)c1	-4	-1	4.9	0.7	-5	-2	-0.7	-2	i
C=CCCC1CN(CCCC)S(=O)(=O)c2c(F)cccc2O1 (stereo unspecified)	-14	3	3.2	0.1	-2	6	0.8	x	0.7
CC1(C(=O)NS(=O)(=O)c2cccc(F)c2)CCN1C(=O)Cc1cccs1 (stereo unspecified)	x	-3	x	0.0	-4	10	1.9	x	-4.5
CCCCNC(=O)N(O)C1N(/N=C/c2cccs2)C(=S)SC1(C)C (stereo unspecified)	i	-1	-0.6	-0.4	6	-11	3.2	2	2.0
COC(=O)c1ccc(-n2c(CCC(=O)O)ccc2-c2ccc(C)cc2)cc1	12	x	0.2	-1.8	5	2	x	3	0.6
CN(CCCNC(=O)COc1cc(=O)n(C)c2ccccc12)Cc1ccccc1	-10	-12	1.6	-0.2	-6	7	x	-6	-0.7
O=C(NC1CCS(=O)(=O)C1)C1CCCC1 (stereo unspecified)	-2	4	-1.0	-1.0	-3	8	2.2	x	-0.7
S=c1[nH]nc(-c2cccs2)n1/N=C/c1cn(-c2ccccc2)nc1-c1ccccc1	x	-3	11	x	x	7	0.7	3	1.1
Nc1nc2ccccc2n1/N=C/c1ccc(-c2ccccc2)o1	x	-12	-0.1	x	x	11	x	2	-0.3
COC(=O)c1cc(C(=O)Nc2cccc(C)n2)cc([N+](=O)[O-])c1	-6	-36	0.6	-0.4	-1	-4	x	0	i
O=C(Cn1c(=O)c2c(ncn2Cc2ccccc2)n(Cc2ccccc2)c1=O)N1CCCC1	-2	1	-0.4	0.5	-2	5	x	5	0.4
CCOc1ccc2nc(COC(=O)c3ccncc3)c(C(=O)c3ccccc3)[n+]([O-])c2c1	-12	4	x	1.8	-2	-9	0.1	5	0.6
CCC(C)(C)NC(=O)CCCSc1nc2ccccc2s1	-15	6	2.1	-0.8	-4	27	0.8	2	i
COC(=O)CNC(c1ccccc1)c1cc(C)ccc1NC(=O)CNC(=O)OCc1ccccc1 (stereo unspecified)	-12	6	-1.1	1.2	-6	10	x	-1	-0.2
CCC(=O)OCC(=O)c1c(N)n(Cc2ccccc2)c(=O)n(C)c1=O	-11	8	0.4	-0.1	-2	1	x	7	-2.2
CCCCn1c(N)c(N(CCOC)C(=O)c2ccc(S(=O)(=O)N(CC)c3ccccc3)cc2)c(=O)[nH]c1=O	-11	-2	-0.1	-0.8	-2	-9	0.4	x	i
COc1ccc(S(=O)(=O)N2CCCC(C(=O)N3CCN(C)CC3)C2)cc1Cl (stereo unspecified)	-1	-3	-0.3	0.1	-2	10	0.8	-1	-0.2
CSc1ccc(CCNC(=O)CS(=O)(=O)Cc2nc(-c3ccccc3F)oc2C)cc1	-19	-2	0.3	1.2	-4	-1	-0.1	1	i
O=C(Nc1ccc(S(=O)(=O)NC2=NCCCCC2)cc1)c1cccs1	4	3	-0.6	0.1	-5	10	-3.2	x	0.0
COc1ccc(C)cc1Nc1n[n+](-c2ccccc2)c(-c2ccc(OC)c(OC)c2OC)s1	5	2	1.5	1.3	9	22	0.0	3	-0.3
COCCNC(C)C(=O)Nc1ccc(Br)cc1 (stereo unspecified)	-14	-3	1.2	-1.4	-2	-10	x	-2	1.7
CCN1CCN(C(=O)c2ccc(N3CC4CC(C3)c3cccc(=O)n3C4)c([N+](=O)[O-])c2)CC1 (stereo unspecified)	-4	1	-0.1	0.0	3	-4	2.1	-5	i
Cc1ccc(C(=O)OCC(=O)N(C)c2ccccc2)c(C)c1	-13	6	1.8	-0.8	7	24	0.2	-2	-6.2
N#C/C(=C(/O)COC(=O)CCc1ccc(S(=O)(=O)N2CCOCC2)cc1)c1nc2ccccc2[nH]1	x	5	-1.3	3.3	0	3	x	-3	6.2
CC1(C)O[C@@H]2C[C@H]3[C@@H]4C[C@H](F)C5=CC(=O)C=C[C@]5(C)[C@H]4[C@@H](O)C[C@]3(C)[C@]2(C(=O)CO)O1	-2	-6	-0.4	0.0	-2	-3	1.1	x	0.8

Filtered by structure: the entries above with fluorine (6)
SMILES	SSB-PriA inh	PrPC TRFRET	PfHsp40 yeast	BoNT-A LC inh2	Anthrax LF prot	Y pestis TopoI	TcdB GH inh	3CLpro inhibitor	Vc quorum ag
O=C(NCC1CCCO1)c1cccnc1Nc1ccccc1F (stereo unspecified)	-3	-1	0.5	0.4	1	-3	x	-6	-0.2
N#C/C(=C\Nc1ccccc1SC(F)(F)F)c1nc(-c2ccccc2)cs1	-23	-3	-1.4	-0.4	-2	1	0.3	9	-0.3
C=CCCC1CN(CCCC)S(=O)(=O)c2c(F)cccc2O1 (stereo unspecified)	-14	3	3.2	0.1	-2	6	0.8	x	0.7
CC1(C(=O)NS(=O)(=O)c2cccc(F)c2)CCN1C(=O)Cc1cccs1 (stereo unspecified)	x	-3	x	0.0	-4	10	1.9	x	-4.5
CSc1ccc(CCNC(=O)CS(=O)(=O)Cc2nc(-c3ccccc3F)oc2C)cc1	-19	-2	0.3	1.2	-4	-1	-0.1	1	i
CC1(C)O[C@@H]2C[C@H]3[C@@H]4C[C@H](F)C5=CC(=O)C=C[C@]5(C)[C@H]4[C@@H](O)C[C@]3(C)[C@]2(C(=O)CO)O1	-2	-6	-0.4	0.0	-2	-3	1.1	x	0.8

Remaining list, next part
SMILES	SSB-PriA inh	PrPC TRFRET	PfHsp40 yeast	BoNT-A LC inh2	Anthrax LF prot	Y pestis TopoI	TcdB GH inh	3CLpro inhibitor	Vc quorum ag
Cc1cc(C)cc(OCC(=O)OCc2nnc(-c3ccccc3)o2)c1	-34	2	-0.5	-0.2	1	30	0.2	2	0.7
Cc1ccc(C2Nc3ccccc3C(=O)N2CCN2CCNC2=O)cc1 (stereo unspecified)	-2	-8	-1.4	-4.3	-1	-2	6.6	5	0.5
COC(=O)c1ccc(CNC(=O)Cn2cc(C)c(=O)[nH]c2=O)cc1	-4	-3	-1.1	-0.6	-4	-2	0.0	x	-1.3
Cc1ccc(-c2nn(C)c(=O)c3ccccc23)cc1CNC(=O)CSc1nc2ccccc2o1	-3	-3	-0.1	0.6	-1	0	x	-2	-0.7
C/C(=N/NC(=O)c1ccc(C)s1)c1cccc(NC(=O)COc2ccc(Cl)cc2C)c1	x	-8	-0.9	-0.5	2	5	x	-1	i
Cc1ccc(C(=O)C2=C(O)C(=O)N(Cc3ccccc3)C2c2cccnc2)o1 (stereo unspecified)	0	x	-1.4	0.9	-3	-2	-1.5	0	-0.2
OCCn1nc(-c2ccccc2)cc1-c1ccccc1	-19	2	0.3	-3.5	-5	-3	2.0	-4	1.3
Cc1ccc(-c2nc(NCCCN(C)C)c3ccccc3n2)cc1	x	-12	x	-0.5	-6	-9	1.3	x	-5.3
COc1ccc(-c2ccc(OC)c([C@H]3[C@H]4C=CC[C@@H](C)[C@@H]4C(=O)N3Cc3ccccc3)c2)cc1OC	2	1	-0.8	-0.5	-4	9	-5.3	x	i
COC(=O)C1(CC2CC(c3cccc(Br)c3)=NO2)CCN(C(=O)OC(C)(C)C)CC1 (stereo unspecified)	-11	-8	11	-0.3	-1	5	-2.0	2	i
CCN(Cc1ccc(NC(C)=O)cc1)CC1CCCN(CCc2cccc(F)c2)C1 (stereo unspecified)	-3	-4	12	x	x	10	0.8	0	-0.3
CCOc1ccc(NC(=O)NC2CC(=O)N(c3ccc(OC)cc3)C2)cc1 (stereo unspecified)	-4	4	1.7	-0.6	-7	9	0.2	-3	-0.7
CCCCCCc1ccc(OCC(=O)OC)cc1OCC(=O)OC	-70	-5	-0.2	0.1	-1	37	0.8	4	1.4
CCOc1cc(/C=C2\SC(=S)N(Nc3ccccc3)C2=O)ccc1O	15	2	0.0	39*	42*	-8	x	-1	-0.6
C[C@@H]1CC[C@]2(C(=O)O[C@@H]3O[C@H](CO)[C@@H](O)[C@H](O)[C@H]3O)CC[C@]3(C)C(=CCC4[C@@]5(C)C[C@@H](O)[C@H](O)[C@@](C)(C(=O)O[C@@H]6[C@H](O)C[C@@]7(C)C(CC[C@]8(C)C7CC=C7[C@H]9[C@](C(=O)O[C@@H]%10O[C@H](CO)[C@@H](O)[C@H](O)[C@H]%10O)(CC[C@@H](C)[C@@]9(C)O)CC[C@]78C)[C@@]6(CO)C(=O)O)C5CC[C@]43C)[C@@H]2[C@]1(C)O (stereo partly specified)	5	5	-1.7	-1.2	-1	23	0.4	x	-0.6

Nothing new here: an excerpt of the list.
SMILES	SSB-PriA inh	PrPC TRFRET	PfHsp40 yeast	BoNT-A LC inh2	Anthrax LF prot	Y pestis TopoI	TcdB GH inh	3CLpro inhibitor	Vc quorum ag
CCCCCCc1ccc(OCC(=O)OC)cc1OCC(=O)OC	-70	-5	-0.2	0.1	-1	37	0.8	4	1.4
CCOc1cc(/C=C2\SC(=S)N(Nc3ccccc3)C2=O)ccc1O	15	2	0.0	39*	42*	-8	x	-1	-0.6
C[C@@H]1CC[C@]2(C(=O)O[C@@H]3O[C@H](CO)[C@@H](O)[C@H](O)[C@H]3O)CC[C@]3(C)C(=CCC4[C@@]5(C)C[C@@H](O)[C@H](O)[C@@](C)(C(=O)O[C@@H]6[C@H](O)C[C@@]7(C)C(CC[C@]8(C)C7CC=C7[C@H]9[C@](C(=O)O[C@@H]%10O[C@H](CO)[C@@H](O)[C@H](O)[C@H]%10O)(CC[C@@H](C)[C@@]9(C)O)CC[C@]78C)[C@@]6(CO)C(=O)O)C5CC[C@]43C)[C@@H]2[C@]1(C)O (stereo partly specified)	5	5	-1.7	-1.2	-1	23	0.4	x	-0.6
